GPR35 arrestin U2OS: GPR35 antagonists blocking zaprinast-driven arrestin recruitment, primary screen, imaging, U2OS, beta-arrestin-GFP, zaprinast agonist (AID 2058). U2OS GPR35 beta-arrestin-GFP translocation imaging, zaprinast antagonism; higher % means a stronger effect. inhibition, % at 10 µM; hits with a dose series show IC50 in µM. 290,000 tested, 0.052% active;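 active = inhibition of at least 50% with at least 30 cells and total cytoplasm GFP at most 10,000,000; inconclusive = under 30 cells or total GFP of 10,000,000 plus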
West Nile antiviral: inhibition of WNV-induced cytopathic effect – cell-based, CPE readout (AID 1621); West Nile virus-infected cells, CPE inhibition; higher % means a stronger effect; one-dose CPE inhibition, % at 10 µM; IC50 in µM for titrated hits; 290,000 tested, 0.02% active; in the data active = a potency from the dose series; inconclusive = CPE inhibition mostly from about 3.7% at the one dose, without a potency; inactive = the rest, 99 in 100 with CPE inhibition below about 2.2%; note: strong numbers were not always called active
Dengue-2 NS5 capping: flavivirus cap methylation enzyme inhibition – biochemical, confirmation dose response, primary screen (AID 588689). 340,000 tested, 0.3% active. inhibition, % at 25 µM, or IC50 in µM where a hit was titrated. Dengue-2 NS5 methyltransferase capping enzyme assay, biochemical; higher % means a stronger effect; in the data active = a potency from the dose series; inconclusive = inhibition above about 29% without an active follow-up result
Large T inhibition: TAg ATPase/helicase activity blockers – biochemical (AID 1903) | SV40 large T antigen ATPase/helicase inhibition assay; higher % means a stronger effect | 310,000 tested, 0.39% active | inhibition, % at 20 µM, or IC50 in µM where a hit was titrated; in the data active = a potency from the dose series; inconclusive = inhibition mostly from about 32% at the one dose, without a potency; inactive = the rest, 99 in 100 with inhibition below about 32%; note: strong numbers were not always called active
Rac1 GTP hydrolysis: MgcRacGAP GTPase-activating activity inhibitors, confirmation, biochemical, ADP Hunter fluorescence; MgcRacGAP-stimulated Rac1 GTP hydrolysis, ADP Hunter fluorescence; higher % means a stronger effect; GST-tagged Rac1 F28L mutant substrate; inhibition, % at 30 µM; hits with a dose series show IC50 in µM; 340,000 tested, 0.6% active;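 active = first-screen hits whose inhibition reached a set limit at any dose in the follow-up dose series; inconclusive = inhibition above the set first-screen limit but never retested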;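 note: fluorescence reports GDP produced by GAP-driven GTP hydrolysis; strong numbers were not always called active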
RSV CPE inhibition: inhibition of RSV-induced cytopathic effect – HEp-2 cells, primary 10 µM value included (AID 2391) | HEp-2 cells, RSV-induced CPE inhibition; higher % means a stronger effect | CPE inhibition, % at 10 µM; hits with a dose series show IC50 in µM | 310,000 tested, 0.13% active; in the data active = a potency from the dose series; inconclusive = CPE inhibition mostly from about 23% at the one dose, without a potency; inactive = the rest, 99 in 100 with CPE inhibition below about 21%; note: strong numbers were not always called active
ER stress rescue: protection against thapsigargin-triggered cell killing – 384-well, CSM14.1, ATP luminescence, primary screen (AID 1222) | CSM14.1 thapsigargin-induced death rescue, ATP luminescence; higher % means a stronger effect | cellular ATP content (survival), % at 20 µM, or EC50 in µM where a hit was titrated | 190,000 tested, under 10 active;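 active = EC50 below 50 µM in the dose-response confirmation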;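 note: death triggered by thapsigargin at about 15 µM added after 2 h compound pretreatment; cell ATP read after overnight thapsigargin exposure of roughly 18 to 22 hours; normalized against plate controls of thapsigargin alone and 5% DMSO vehicle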
PhoP inhibition: inhibitors of PhoP regulon expression, primary screen, Salmonella Typhimurium, GFP reporter (AID 1863) | S. Typhimurium PhoP-regulated promoter GFP reporter, 4 h; higher % means a stronger effect | one-dose inhibition, % at 50 µM; IC50 in µM for titrated hits | 300,000 tested, 0.16% active;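 active = inhibition over 29.93%, a cutoff 3 SD above the screen mean, later confirmed by dose response; inconclusive = inhibition over 29.93% but no dose response follow-up; inactive = inhibition at most 29.93% or unconfirmed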;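 note: 0% = low Mg2+ inducing control and 100% = high Mg2+ repressing control; strong numbers were not always called active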
LYP inhibition: inhibitors of LYP phosphatase, biochemical, fluorescence intensity, uHTS (AID 1779) | recombinant LYP phosphatase, fluorescence intensity; higher % means a stronger effect | 290,000 tested, 0.054% active | inhibition, % at 11.5 µM, or IC50 in µM where a hit was titrated; in the data active = inhibition above about 50%;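 note: plate controls were vehicle with enzyme for no effect and no enzyme for full effect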
Dengue-2 NS5 capping pilot replicate: second read-out of Dengue-2 NS5 capping, no call of its own (marks repeat the call); inhibition, %; measured here: pilot screen replicate inhibition
* marks the source's active call; other numbers are inactive results; ? = inconclusive; . = no result given.

SMILES	GPR35 arrestin U2OS	West Nile antiviral	Dengue-2 NS5 capping	Large T inhibition	Rac1 GTP hydrolysis	RSV CPE inhibition	ER stress rescue	PhoP inhibition	LYP inhibition	others
COc1cc(C(=O)O)ccc1OCC(=O)N1CCOCC1	23%	-0.1%	0%	3%	11%	-1.2%	-2.1%	-12%	-2%
Cc1cccn2c(=O)c3cc(C#N)c(=O)n(CCCN4CCOCC4)c3nc12	24%	0.2%	5%	-3%	10%	-1.4%	-0.2%	14%	-77%
O=C(C1=C(O)C(=O)N(c2ncccn2)C1c1cccc(Cl)c1)c1ccco1 (centres undefined)	-1%	0.2%	-6%	10%	9%	2.7%	-3.6%	-10%	-3%
CC1CCCC(NC(=O)C2N(CCCN3CCCC3)C(=O)C3C(C(=O)Nc4cccc(Cl)c4)C4C=CC32O4)C1C (centres undefined)	1%	-0.3%	-1%	8%	3%	0.2%	.	-13%	-8%
Cc1ccc(C)c(NS(=O)(=O)c2ccc(NC(=O)CSc3ccc(Cl)cc3)cc2)c1	2%	-0.6%	-4%	5%	6%	6.2%	-3.4%	-8%	-7%
O=C(/C=C(\O)c1ccc(Cl)cc1)C(=O)NNC(=O)C(O)(c1ccccc1)c1ccccc1	-4%	0.6%	1%	7%	3%	2.7%	-2.2%	-7%	2%
CSCC(=O)NCC1(N(C)Cc2ccccc2)Cc2ccccc2C1	0%	-0.7%	-5%	5%	8%	3.5%	.	-3%	2%	Dengue-2 NS5 capping pilot replicate=-2.4
Cc1ccc(CSCC(=O)N2CCOCC2)cc1	23%	-0.2%	-8%	14%	-2%	1.5%	-1.4%	-8%	-10%
COc1ccc(-c2ncncc2-c2csc(C)n2)c(O)c1	-4%	0.2%	0%	2%	13%	0.9%	.	-5%	4%
Cc1cc(C)n2nc(N)c(N=Nc3ccc4c(c3)OCO4)c2n1	16%	-0.2%	-1%	7%	-4%	-0.3%	-1.3%	2%	-3%
O=S(=O)(c1ccc(Cl)cc1)N1CCN(C2CCCCCC2)CC1	-4%	-0.7%	-3%	1%	-4%	0.0%	3.6%	-2%	-3%
CCCCCCCCC1=NCCc2c1[nH]c1ccccc21	12%	-1.9%	-20%	7%	13%	15%	.	6%	-8%
O=C(NCc1ccco1)C(=O)NCc1ccccc1Cl	4%	-0.8%	4%	9%	-10%	1.3%	-2.6%	6%	-9%
N#CCCN(Cc1cccnc1)C(=S)NC(=O)c1ccc(S(=O)(=O)N2CCCC2)cc1	5%	.	2%	10%	7%	0.7%	0.4%	4%	-10%
CS(=O)(=O)N(CC(=O)N1CCN(Cc2ccccc2)CC1)c1cccc(F)c1	6%	-0.9%	3%	6%	11%	-0.6%	.	-4%	-4%
COc1ccc(N2CCN(c3ccnc4cc(Cl)ccc34)CC2)cc1	-4%	-0.1%	-11%	-5%	13%	2.8%	.	7%	-6%
Cn1nnc2cc(C(=O)Nc3ccc4ccccc4c3)ccc21	12%	0.5%	-5%	8%	11%	3.2%	-0.1%	.	-6%
N#C/C(=C/c1cn(-c2ccccc2)nc1-c1cccc(S(=O)(=O)N2CCCC2)c1)C(=O)NCc1ccco1	20%	-0.7%	-3%	7%	7%	5.1%	-1.7%	-14%	4%
S=c1[nH]ccn1-c1c(Cl)cccc1Cl	2%	-0.7%	-1%	19%	7%	0.0%	.	4%	-3%
COc1ccc(NC(=O)C23CC4CC(C2)CC(c2ccc(C)cc2)(C4)C3)cc1	6%	-1.3%	-1%	5%	3%	11%	0.0%	-9%	-10%
Cc1cc(C)n(CC(O)COc2ccc(Cl)cc2Cl)n1 (centres undefined)	10%	-2.0%	-11%	14%	7%	-2.6%	.	0%	-2%
N#C/C(=C(\O)Cc1ccccc1)c1nc2ccccc2[nH]1	4%	0.3%	-5%	8%	3%	3.8%	0.8%	-6%	-7%
COc1ccc(-c2c[n+]3c4n2CCCCC4=C(c2ccc(Br)cc2)C3)cc1	6%	.	-5%	9%	3%	2.4%	-2.2%	-10%	-12%
COc1ccc2c(c1OC)C(=O)OC2N1C(=O)CC[C@H]1C(=O)Nc1ccc(F)cc1F (some centres undefined)	9%	-0.1%	-4%	.	4%	2.0%	.	.	-4%
CCOC(=O)C1CCN(c2c(N3CCCCCC3)c(=O)c2=O)CC1	5%	0.1%	-1%	-10%	7%	0.7%	.	4%	-5%
c1ccc(-c2nnc(-c3ccccc3)nn2)cc1	-2%	0.0%	.	11%	.	2.5%	.	-5%	-5%
CCOc1cc(/C=C/C(=O)c2ccc3c(c2)OCCO3)ccc1OCC(=O)N(C)C	0%	2.4%	-10%	9%	6%	1.2%	.	2%	-6%
COCCNc1nnc(SCC(=O)c2ccc3c(c2)OCO3)s1	-8%	-0.1%	7%	6%	1%	1.8%	0.2%	10%	3%
CCn1c(=O)n(CC(=O)Nc2cccc(OC)c2)c(=O)c2ccccc21	-2%	0.0%	-7%	3%	3%	2.3%	.	-5%	-6%
Cc1nc(NS(=O)(=O)c2ccccc2)sc1C(C)(C)C	4%	-0.7%	0%	0%	5%	3.2%	26%	4%	-1%
CCn1c(-c2cccnc2Cl)nc2cc(Cl)c(Cl)cc21	2%	-0.9%	-3%	23%	1%	0.2%	-0.8%	-6%	-8%
CCSc1nc(-c2ccccc2)nc(C(Cl)Cl)n1	11%	-1.2%	-2%	10%	9%	-1.8%	-1.7%	-2%	-2%
Fc1ccc(CSc2nc3ccccc3[nH]2)cc1	-6%	-0.8%	-1%	-5%	10%	16%	7.5%	3%	-6%
C=CCNC(=S)Nc1ccc(Cl)c(S(=O)(=O)N2CCOCC2)c1	2%	-0.7%	-5%	9%	6%	5.3%	-1.2%	1%	2%
CC1CN(c2ncnc3c2c(-c2ccccc2)cn3-c2ccc(F)cc2)CC(C)O1 (centres undefined)	-22%	0.9%	4%	9%	8%	4.6%	.	-3%	-1%
COc1ccc(OC)c(S(=O)(=O)NC2CCSc3ccccc32)c1 (centres undefined)	8%	-1.0%	-15%	4%	6%	0.4%	.	5%	-6%

The list goes on; the last 2 above are carried over.
SMILES	GPR35 arrestin U2OS	West Nile antiviral	Dengue-2 NS5 capping	Large T inhibition	Rac1 GTP hydrolysis	RSV CPE inhibition	ER stress rescue	PhoP inhibition	LYP inhibition	others
CC1CN(c2ncnc3c2c(-c2ccccc2)cn3-c2ccc(F)cc2)CC(C)O1 (centres undefined)	-22%	0.9%	4%	9%	8%	4.6%	.	-3%	-1%
COc1ccc(OC)c(S(=O)(=O)NC2CCSc3ccccc32)c1 (centres undefined)	8%	-1.0%	-15%	4%	6%	0.4%	.	5%	-6%
Cc1nc(CS(=O)(=O)c2ccccc2)cc(Sc2ccccc2Cl)n1	1%	-0.5%	-1%	4%	1%	0.8%	1.3%	-5%	-6%
O=C1CCCC(=O)C1CS(=O)(=O)c1ccccc1	-4%	0.3%	.	15%	7%	0.6%	-0.5%	-3%	-3%
O=C(c1ccc(Cl)c(S(=O)(=O)N2CCCC2)c1)N1CCCCC1	-18%	-0.3%	6%	5%	12%	1.0%	.	-1%	-6%
CC(=O)c1ccc(NC(=O)C2Cc3ccccc3CN2C(=O)c2ccccc2)cc1 (centres undefined)	7%	-0.1%	1%	5%	6%	0.3%	-0.2%	-4%	-6%
CC1=C(C(=O)Nc2ccc(C)cn2)C(c2cnn(C)c2)C2=C(CCCC2=O)N1 (centres undefined)	12%	-0.2%	-4%	10%	5%	1.6%	-1.1%	-6%	-10%
COc1cccc(NC(=O)c2nn(C34CC5CC(CC(C5)C3)C4)cc2[N+](=O)[O-])c1	15%	-0.7%	-3%	10%	-3%	?	-0.7%	4%	-6%
COc1ccc(NC2c3ncccc3C(=O)N2Cc2cccs2)cc1 (centres undefined)	6%	-0.6%	.	1%	5%	46µM*	-1.8%	-3%	3%
O=C(CSc1ccc(Cl)cc1)N1CCCC1	-6%	-0.1%	-5%	4%	8%	3.0%	-1.6%	-7%	-7%
Cn1c(SCc2nc3ccccc3c(=O)[nH]2)nnc1-c1ccco1	5%	-0.4%	-5%	17%	12%	-0.7%	-2.6%	8%	12%
O=P(c1ccccc1)(c1ccccc1)c1nc(-c2ccc(Cl)cc2)oc1N1CCOCC1	-11%	-1.2%	-11%	7%	5%	8.4%	-1.0%	-4%	12%

Gathered by group, the compounds so far with an aryl methoxy group
SMILES	GPR35 arrestin U2OS	West Nile antiviral	Dengue-2 NS5 capping	Large T inhibition	Rac1 GTP hydrolysis	RSV CPE inhibition	ER stress rescue	PhoP inhibition	LYP inhibition	others
COc1cc(C(=O)O)ccc1OCC(=O)N1CCOCC1	23%	-0.1%	0%	3%	11%	-1.2%	-2.1%	-12%	-2%
COc1ccc(-c2ncncc2-c2csc(C)n2)c(O)c1	-4%	0.2%	0%	2%	13%	0.9%	.	-5%	4%
COc1ccc(N2CCN(c3ccnc4cc(Cl)ccc34)CC2)cc1	-4%	-0.1%	-11%	-5%	13%	2.8%	.	7%	-6%
COc1ccc(NC(=O)C23CC4CC(C2)CC(c2ccc(C)cc2)(C4)C3)cc1	6%	-1.3%	-1%	5%	3%	11%	0.0%	-9%	-10%
COc1ccc(-c2c[n+]3c4n2CCCCC4=C(c2ccc(Br)cc2)C3)cc1	6%	.	-5%	9%	3%	2.4%	-2.2%	-10%	-12%
COc1ccc2c(c1OC)C(=O)OC2N1C(=O)CC[C@H]1C(=O)Nc1ccc(F)cc1F (some centres undefined)	9%	-0.1%	-4%	.	4%	2.0%	.	.	-4%
CCn1c(=O)n(CC(=O)Nc2cccc(OC)c2)c(=O)c2ccccc21	-2%	0.0%	-7%	3%	3%	2.3%	.	-5%	-6%
COc1ccc(OC)c(S(=O)(=O)NC2CCSc3ccccc32)c1 (centres undefined)	8%	-1.0%	-15%	4%	6%	0.4%	.	5%	-6%
COc1cccc(NC(=O)c2nn(C34CC5CC(CC(C5)C3)C4)cc2[N+](=O)[O-])c1	15%	-0.7%	-3%	10%	-3%	?	-0.7%	4%	-6%
COc1ccc(NC2c3ncccc3C(=O)N2Cc2cccs2)cc1 (centres undefined)	6%	-0.6%	.	1%	5%	46µM*	-1.8%	-3%	3%

Compound activity: PubChem BioAssay, several laboratories

The order is random (roughly 1.5% active in at least one column).
